High-throughput results deposited in PubChem BioAssay by The Scripps Research Institute Molecular Screening Center.
OX1R antag-1: OX1R (human) antagonism; O43613; OX1R-expressing cells, FRET antagonist read-out; inhibition, % at 6.6 µM; actives 1.8% (n = 330,000); AID 485270; in the data active means inhibition mostly above about 38%, no sharp cut-off; inactive means mostly below about 40%;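 further: 0% = agonist challenge alone and 100% = reference antagonist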
Target sequence (O43613 whole entry, looked up): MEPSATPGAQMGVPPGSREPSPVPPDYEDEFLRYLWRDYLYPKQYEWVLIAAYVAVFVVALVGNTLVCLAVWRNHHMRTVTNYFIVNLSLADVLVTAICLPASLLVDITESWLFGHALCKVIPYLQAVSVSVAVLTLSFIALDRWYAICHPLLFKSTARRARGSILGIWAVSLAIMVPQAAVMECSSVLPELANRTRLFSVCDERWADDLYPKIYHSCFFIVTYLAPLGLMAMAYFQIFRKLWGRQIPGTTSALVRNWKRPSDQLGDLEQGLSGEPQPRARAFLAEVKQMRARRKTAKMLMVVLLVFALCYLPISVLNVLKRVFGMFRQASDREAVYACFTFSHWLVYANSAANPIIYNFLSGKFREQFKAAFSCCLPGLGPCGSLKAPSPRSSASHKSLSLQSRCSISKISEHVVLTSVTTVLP
OX1R antag-2: blocks the human orexin 1 receptor; CHO/OX1R cells, Fluo-8 calcium fluorescence, orexin A; inhibition, % at 5 µM; actives 0.43% (n = 330,000); O43613; AID 434989;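 active means inhibition above its plate's threshold, mean inhibition of all tested compounds on the plate plus 3 SD, cut at about 37% in these data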;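 further: 0% = orexin A challenge wells and 100% = SB-334867-A antagonist wells; not every result past the cut was called active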
Starred values were filed as active, the others as inactive; & = joins results of further samples.

For Cn1c(SCC(=O)NN2C(=O)NC(C)(c3ccccc3)C2=O)nnc1-c1ccncc1 (stereo unspecified) the results were OX1R antag-1 0 and OX1R antag-2 3.
CCCCN(C(=O)COC(=O)c1nc2nc(C)cc(C)n2n1)C1CCS(=O)(=O)C1 (stereo unspecified) was read as OX1R antag-1 -3 and OX1R antag-2 -23.
For O=C(c1ccc(Cn2c(=O)[nH]c3ccccc3c2=O)cc1)N1CCN(c2ccccn2)CC1 the results were OX1R antag-1 14 and OX1R antag-2 -18.
`CC(C)(O)[C@@H]1[C@@H]2C[C@@]3(CC[C@]4(C)C(CCC5[C@@]6(C)CC[C@H](O)C(C)(C)C6CC[C@]54C)[C@@H]13)C(=O)O2` (stereo partly specified) gave OX1R antag-1 6 and OX1R antag-2 -1.
Screening CCOC(=O)CSc1nc2cc3c(cc2cc1CC)OCCO3 returned OX1R antag-1 42 and OX1R antag-2 -29.
`CC(OC(=O)C(NC(=O)c1ccco1)C(C)C)C(=O)Nc1ncc(Cl)cc1Cl` (stereo unspecified) gave OX1R antag-1 5 and OX1R antag-2 -20.
`Cc1cc(C(=O)Nc2cccc(O)c2)co1` gave OX1R antag-1 20 and OX1R antag-2 -16.
COc1cccc(CN2CCNC(=O)C2CC(=O)N(C)CC2CCOCC2)c1OC (stereo unspecified) was read as OX1R antag-1 -2 and OX1R antag-2 -11.
Screening CC(=O)Nc1ccc(N/C=C/C(=O)c2ccc(Br)cc2)cc1 returned OX1R antag-1 14 and OX1R antag-2 -21.
Screening O=C(CN1CCN(S(=O)(=O)c2ccc3ccccc3c2)CC1)N1CCc2ccccc2C1 returned OX1R antag-1 12 and OX1R antag-2 -36.
CCc1ccc2nc(N3C(=O)c4oc5ccccc5c(=O)c4C3c3ccc(OC)c(OC)c3)sc2c1 (stereo unspecified) was read as OX1R antag-1 13 and OX1R antag-2 1.
O=C(c1cc2ccccc2o1)N1CC=C(c2ccccc2)CC1 was read as OX1R antag-1 7 and OX1R antag-2 -22.
For CCOC(=O)N1CCN(C(=O)CN(c2ccc(OC)cc2)S(C)(=O)=O)CC1 the results were OX1R antag-1 8 and OX1R antag-2 0.
Screening COc1cc(C(=O)NNC(=S)NC(=O)c2ccccc2C)cc(OC)c1OC returned OX1R antag-1 11 and OX1R antag-2 22.
`COc1ccc(CCN(C)c2ncnc3sccc23)cc1OC` gave OX1R antag-1 16 and OX1R antag-2 -22.
`CCOCc1nnc(NC(=O)CSc2ccc(C)cc2)s1` gave OX1R antag-1 4 and OX1R antag-2 -24.
`CC1CCC(NC(=O)CCS(=O)(=O)c2ccc3c(c2)NC(=O)CO3)CC1` (stereo unspecified) gave OX1R antag-1 7 and OX1R antag-2 -8.
`CCC(C)Sc1nc(O)cc(=O)[nH]1` (stereo unspecified) gave OX1R antag-1 11 and OX1R antag-2 -18.
For COc1ccccc1N1CCN(C(=O)c2cc(=O)c3c(C)cc(C)cc3o2)CC1 the results were OX1R antag-1 0 and OX1R antag-2 -25.
`COCCN(C(=O)C(C)C)c1nnc(-c2ccc(C(C)(C)C)cc2)s1` gave OX1R antag-1 11 and OX1R antag-2 -27.
`CCOn1c(=O)c(-c2ccc(OC)c(OC)c2)[n+]([O-])c2ccccc21` gave OX1R antag-1 103* and OX1R antag-2 3.
`Cc1ccc(-n2c(SCC(=O)N/N=C/c3ccc(C)s3)nnc2-c2ccccc2)cc1` gave OX1R antag-1 17 and OX1R antag-2 -32.
Screening O=C(NCc1ccncc1)Nc1ccc(F)cc1 returned OX1R antag-1 12 and OX1R antag-2 -5.
`CCOc1ccc(CCNC(=O)C2(c3ccccc3)CC2)cc1OCC` gave OX1R antag-1 25 and OX1R antag-2 -11.
Screening CCCCCCn1cnc2c(oc3nc4c(cc32)CCCC4)c1=O returned OX1R antag-1 9 and OX1R antag-2 -5.
Screening O=C(Nc1ccc(Cl)c([N+](=O)[O-])c1)C(Sc1ccccc1)c1ccccc1 (stereo unspecified) returned OX1R antag-1 27 and OX1R antag-2 23.
Screening Cc1ccc(S(=O)(=O)N(C)CC(=O)NCC(c2ccc(F)cc2)N2CCOCC2)cc1 (stereo unspecified) returned OX1R antag-1 9 and OX1R antag-2 -27.
`CN(CCN1CCOCC1)Cc1nc(-c2cccs2)no1` gave OX1R antag-1 3 and OX1R antag-2 -7.
Screening Cc1c(C)c2ccc(OCC(=O)N3CCN(c4ccccc4)CC3)cc2oc1=O returned OX1R antag-1 13 and OX1R antag-2 -5.
Screening COCC(COS(N)(=O)=O)C(C)C (stereo unspecified) returned OX1R antag-1 3 and OX1R antag-2 -6.

No new results follow: an excerpt of the list.
`COCCN(C(=O)C(C)C)c1nnc(-c2ccc(C(C)(C)C)cc2)s1` gave OX1R antag-1 11 and OX1R antag-2 -27.
`CCOn1c(=O)c(-c2ccc(OC)c(OC)c2)[n+]([O-])c2ccccc21` gave OX1R antag-1 103* and OX1R antag-2 3.
`Cc1ccc(-n2c(SCC(=O)N/N=C/c3ccc(C)s3)nnc2-c2ccccc2)cc1` gave OX1R antag-1 17 and OX1R antag-2 -32.
Screening O=C(NCc1ccncc1)Nc1ccc(F)cc1 returned OX1R antag-1 12 and OX1R antag-2 -5.
`CCOc1ccc(CCNC(=O)C2(c3ccccc3)CC2)cc1OCC` gave OX1R antag-1 25 and OX1R antag-2 -11.
Screening CCCCCCn1cnc2c(oc3nc4c(cc32)CCCC4)c1=O returned OX1R antag-1 9 and OX1R antag-2 -5.
Screening O=C(Nc1ccc(Cl)c([N+](=O)[O-])c1)C(Sc1ccccc1)c1ccccc1 (stereo unspecified) returned OX1R antag-1 27 and OX1R antag-2 23.
Screening Cc1ccc(S(=O)(=O)N(C)CC(=O)NCC(c2ccc(F)cc2)N2CCOCC2)cc1 (stereo unspecified) returned OX1R antag-1 9 and OX1R antag-2 -27.
`CN(CCN1CCOCC1)Cc1nc(-c2cccs2)no1` gave OX1R antag-1 3 and OX1R antag-2 -7.
Screening Cc1c(C)c2ccc(OCC(=O)N3CCN(c4ccccc4)CC3)cc2oc1=O returned OX1R antag-1 13 and OX1R antag-2 -5.
Screening COCC(COS(N)(=O)=O)C(C)C (stereo unspecified) returned OX1R antag-1 3 and OX1R antag-2 -6.

Next records follow.
Screening O=C(NCC(c1cccnc1)N1CCN(c2ccccc2F)CC1)C1CCCCC1 (stereo unspecified) returned OX1R antag-1 39 and OX1R antag-2 -7.
CCCCC1C2=C(CCCC2=O)OC2=C1C(=O)CCC2 was read as OX1R antag-1 3 and OX1R antag-2 3.
For CCCc1cnc(N2CCN(C(=O)c3ccc(F)cc3)CC2)nc1 the results were OX1R antag-1 3 and OX1R antag-2 -8.
`COc1ccccc1NC(=O)c1ccc(NC(=O)c2ccc(=O)[nH]c2)cc1` gave OX1R antag-1 4 and OX1R antag-2 -10.
COc1cccc(CNC(=O)c2nnn(CC(=O)Nc3ccc4c(c3)OCO4)c2N)c1 was read as OX1R antag-1 27 and OX1R antag-2 -15.
For Cc1ccc(NC(=O)C/C(N)=N/OC(=O)Nc2ccc(C)c(Cl)c2)cc1 the results were OX1R antag-1 5 and OX1R antag-2 21.
`C[C@H]1CN=C(N(C)C)N1CCC1CCCCC1` gave OX1R antag-1 22 and OX1R antag-2 0.
`O=C(CN1C(=O)C2CC=CCC2C1=O)NCC(=O)Nc1ccc(F)c(F)c1F` (stereo unspecified) gave OX1R antag-1 14 and OX1R antag-2 6.
Screening CCN(CC)c1ccc(NC(=O)c2ccc(Cl)nc2)cc1 returned OX1R antag-1 17 and OX1R antag-2 -16.
Screening O=C(NCCOC12CC3CC(CC(C3)C1)C2)c1cccc(Br)c1 returned OX1R antag-1 11 and OX1R antag-2 -5.
O=C(CN1CCN(c2ncccn2)CC1)N1CCc2ccccc21 was read as OX1R antag-1 12 and OX1R antag-2 10.
Cc1ccc(-c2ccc(CCC(=O)O)n2CC(=O)O)cc1 was read as OX1R antag-1 20 and OX1R antag-2 -7.
Screening C/C(=N\NC(=O)c1cccc(S(=O)(=O)Nc2ccccc2Cl)c1)c1ccc(-n2ccnc2)cc1 returned OX1R antag-1 24 and OX1R antag-2 -13.
For COc1cccc(OC)c1OCCCNC1CCCC1 the results were OX1R antag-1 4 and OX1R antag-2 -21.
For O=[N+]([O-])c1ccc2[nH]nc(-c3ccccc3)c2c1 the results were OX1R antag-1 15 and OX1R antag-2 -7.
CCOc1ccc(-c2noc(-c3cccnc3)n2)cc1OCC was read as OX1R antag-1 11 and OX1R antag-2 -31.
For COC(OC)c1ccnc(-c2ccc(OC(C)=O)cc2)n1 the results were OX1R antag-1 12 and OX1R antag-2 -10.
COc1ccc(/C=C(\C#N)C(=O)NCc2ccccc2)cc1 was read as OX1R antag-1 16 and OX1R antag-2 -39.
For COc1ccc(NC(=O)C2CCCN2S(=O)(=O)c2cccc3cccnc23)cc1OC (stereo unspecified) the results were OX1R antag-1 31 and OX1R antag-2 -9.
COc1ccc(C(=O)NNC(=S)NC(=O)c2ccc(F)cc2)cc1Br was read as OX1R antag-1 4 and OX1R antag-2 48*.
`COC(=O)c1ccc(-n2c(C)ccc2-c2ccccc2)cc1` gave OX1R antag-1 4 and OX1R antag-2 -29.
Cc1ccc(C(=O)Nc2ccon2)cc1S(=O)(=O)N1CCCCCC1 was read as OX1R antag-1 10 and OX1R antag-2 -19.
For O=C(N/N=C/c1ccco1)c1ccncc1 the results were OX1R antag-1 14 and OX1R antag-2 -4.
`Cc1cc(C)c2cc(CN(Cc3nnnn3Cc3ccc(F)cc3)C3CCCC3)c(=O)[nH]c2c1` gave OX1R antag-1 5 and OX1R antag-2 -16.
For C=CCNC(=O)CCCc1ccccc1 the results were OX1R antag-1 0 and OX1R antag-2 -5.
For COc1ccc(C(=O)Oc2cccnc2)cc1 the results were OX1R antag-1 4 and OX1R antag-2 0.
Nc1nc(CSc2ccc(Cl)cc2)nc(N2CCCCC2)n1 was read as OX1R antag-1 0 and OX1R antag-2 -13.
For CCCNS(=O)(=O)c1ccc(OCC(=O)N2CCOCC2)cc1 the results were OX1R antag-1 2 and OX1R antag-2 -2.
`O=C(NNC(=O)c1ccccc1[N+](=O)[O-])c1csc(N2CCOCC2)n1` gave OX1R antag-1 25 and OX1R antag-2 -16.
COc1cccc(CN2CC(C(=O)N3CCCCCC3)CCC2=O)c1 (stereo unspecified) was read as OX1R antag-1 22 and OX1R antag-2 4.
`Clc1ccccc1CN1CCc2sccc2C1` gave OX1R antag-1 20&9 and OX1R antag-2 -12&5.
`CC(C)c1nnc(NC(=O)CS(=O)(=O)Cc2ccccc2)s1` gave OX1R antag-1 32 and OX1R antag-2 -15.
Screening Cc1ccc(-n2nnnc2SCc2ccccn2)cc1C returned OX1R antag-1 18 and OX1R antag-2 -12.
For O=c1c2ccccc2nc(-c2ccccc2)n1Cc1ccc(Cl)cc1 the results were OX1R antag-1 22 and OX1R antag-2 -39.
For O=C(COc1ccc(Cl)cc1Cl)N1CCN(c2ccccn2)CC1 the results were OX1R antag-1 11 and OX1R antag-2 -30.
CN1CCN(c2ccc(S(=O)(=O)N3CCOCC3)cc2NC(=O)Cc2ccccc2F)CC1 was read as OX1R antag-1 -3 and OX1R antag-2 -33.
`O=C(Nc1ccc(OC(F)F)cc1)c1ncc(Cl)c(Cl)c1Cl` gave OX1R antag-1 4 and OX1R antag-2 -33.
For O=C(CSc1nnc(-c2ccco2)n1-c1ccccc1)N1CCN(C(=O)c2ccco2)CC1 the results were OX1R antag-1 22 and OX1R antag-2 -26.
Screening O=C(NCC1CCCO1)C(=O)N/N=C/c1cc(Cl)ccc1O (stereo unspecified) returned OX1R antag-1 15 and OX1R antag-2 -18.
Screening CCCCCC(=O)Nc1ccc(C(=O)COC(=O)Cn2cnc3c2c(=O)n(C)c(=O)n3C)cc1 returned OX1R antag-1 15 and OX1R antag-2 -9.
Screening CCCCc1ccc(NC(=S)N2CCCC(C)C2)cc1 (stereo unspecified) returned OX1R antag-1 31 and OX1R antag-2 -25.
For CC1CCN(C(=O)CN2C(=O)NC(C)(c3ccc4ccccc4c3)C2=O)CC1 (stereo unspecified) the results were OX1R antag-1 9 and OX1R antag-2 -21.
O=Cc1cc(Cl)ccc1OCCN1CCC(Cc2ccccc2)CC1 was read as OX1R antag-1 -7 and OX1R antag-2 -17.
For Cc1ccc(C(=O)NC2CCN(CC(=O)Nc3ccccc3Cl)CC2)cc1 the results were OX1R antag-1 32 and OX1R antag-2 -26.
O=C(NC(=S)Nc1nc(-c2ccc(Cl)cc2)cs1)c1cccs1 was read as OX1R antag-1 19 and OX1R antag-2 6.
`CS(=O)(=O)Nc1ccc(C(=O)NCc2ccco2)cc1` gave OX1R antag-1 9 and OX1R antag-2 6.
`O=C1C2CCCN2C(c2ccccc2)N1c1ccc(F)cc1` (stereo unspecified) gave OX1R antag-1 0 and OX1R antag-2 -22.
Fc1ccc(Nc2nnc(C(F)(F)F)s2)cc1Cl was read as OX1R antag-1 56* and OX1R antag-2 22.
Screening CCN1CCCC1CNC(=O)Cn1ncc2c(=O)oc3ccc(C)cc3c21 (stereo unspecified) returned OX1R antag-1 3 and OX1R antag-2 -6.
For COc1ccc(Oc2coc3c(CN4CCOCC4)c(O)ccc3c2=O)cc1 the results were OX1R antag-1 30 and OX1R antag-2 -4.
`COc1cc(NC(=O)CN2C(=O)NC(C)(c3ccccc3)C2=O)c(C)cc1[N+](=O)[O-]` (stereo unspecified) gave OX1R antag-1 10 and OX1R antag-2 -10.
`COc1ccc([N+](=O)[O-])cc1NC(=O)COC(=O)/C=C/c1ccco1` gave OX1R antag-1 32 and OX1R antag-2 -15.
CCOc1ccc(NC(=O)CSc2nnc(-c3ccco3)n2N)cc1 was read as OX1R antag-1 -8 and OX1R antag-2 -17.
COC(=O)[C@H](C)NC(=O)Nc1ccc(S(N)(=O)=O)cc1 was read as OX1R antag-1 8 and OX1R antag-2 -1.
CC(C)c1nc(SCC(=O)Nc2nccs2)c2ccccc2n1 was read as OX1R antag-1 5 and OX1R antag-2 -32.
Cc1ccc(S(=O)(=O)N2CCCCC2)cc1NC(=O)COC(=O)Cc1cccc(C(F)(F)F)c1 was read as OX1R antag-1 12 and OX1R antag-2 19.
